# bovine MsrA act: bovine methionine sulfoxide reductase A activation; actives 0.3% (n = 360,000); activation, % at 10.6 µM; purified bovine MsrA, absorbance read-out; in the data active = activation above about 7.5%;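 note: 0% = vehicle and 100% = reference activator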
# Tb MetRS inh: Trypanosoma brucei MetRS inhibition. purified T. brucei MetRS, ATP depletion, Kinase-Glo luminescence. inhibition, % at 11.9 µM. actives 0.4% (n = 360,000). AID 624268;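 active = inhibition above a per-plate cutoff of the control wells' mean inhibition plus 3 SD, cut at about 5.5% in these data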;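 note: 0% = DMSO wells median and 100% = median of wells with control inhibitor compound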
#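 assay system = parasite MetRS enzyme | timing = 15 min preincubation, 2 h reaction, all 25 °C | evaluation = percent inhibition relative to median high and low control wells | medium = HEPES buffer containing pyrophosphatase, BSA, spermine, DTT | compound = single dose, 11.9 µM final nominal, 0.9% final DMSO | detection = Kinase-Glo luminescence, ATP depletion format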
# E coli Lon inh: inhibits E. coli Lon protease | purified E. coli Lon protease, fluorescence polarization | inhibition, % at 7.94 µM | actives 0.42% (n = 360,000); in the data active = inhibition above about 13%, passing the limit was not always enough;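 note: 0% = enzyme with probe and DMSO and 100% = no enzyme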
# MsrA inh: bovine MsrA inhibition; purified bovine MsrA, absorbance read-out; inhibition, % at 15.5 µM; actives 0.75% (n = 360,000); AID 651718; in the data active = inhibition above about 4.5%;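 note: 0% = vehicle wells with enzyme and 100% = reference inhibitor wells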
# CendR NRP1 mod: alters CendR peptide binding to human NRP-1 | O14786 | AID 602438 | actives 0.85% (n = 360,000) | inhibition, % at 25 µM | FAM-RPARPAR peptide binding to NRP-1, fluorescence polarization;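 active = inhibition or corrected inhibition above about 18%, plus a signal ratio from 0.5 to 1.5, limit read from the data, passing the limit was not always enough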; note: strong numbers were not always called active
# FAS TE block: FAS thioesterase (human) inhibition; P49327; inhibition, % at 15 µM; AID 602261; recombinant FAS-TE, OMFH fluorogenic substrate, fluorescence endpoint; actives 0.67% (n = 360,000);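 active = compounds whose normalised, plate-corrected inhibition of enzyme fluorescence in the single-dose primary screen is 50% or more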;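 note: 0% = DMSO with enzyme and 100% = substrate without enzyme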
# Target sequence (P49327 whole entry, looked up): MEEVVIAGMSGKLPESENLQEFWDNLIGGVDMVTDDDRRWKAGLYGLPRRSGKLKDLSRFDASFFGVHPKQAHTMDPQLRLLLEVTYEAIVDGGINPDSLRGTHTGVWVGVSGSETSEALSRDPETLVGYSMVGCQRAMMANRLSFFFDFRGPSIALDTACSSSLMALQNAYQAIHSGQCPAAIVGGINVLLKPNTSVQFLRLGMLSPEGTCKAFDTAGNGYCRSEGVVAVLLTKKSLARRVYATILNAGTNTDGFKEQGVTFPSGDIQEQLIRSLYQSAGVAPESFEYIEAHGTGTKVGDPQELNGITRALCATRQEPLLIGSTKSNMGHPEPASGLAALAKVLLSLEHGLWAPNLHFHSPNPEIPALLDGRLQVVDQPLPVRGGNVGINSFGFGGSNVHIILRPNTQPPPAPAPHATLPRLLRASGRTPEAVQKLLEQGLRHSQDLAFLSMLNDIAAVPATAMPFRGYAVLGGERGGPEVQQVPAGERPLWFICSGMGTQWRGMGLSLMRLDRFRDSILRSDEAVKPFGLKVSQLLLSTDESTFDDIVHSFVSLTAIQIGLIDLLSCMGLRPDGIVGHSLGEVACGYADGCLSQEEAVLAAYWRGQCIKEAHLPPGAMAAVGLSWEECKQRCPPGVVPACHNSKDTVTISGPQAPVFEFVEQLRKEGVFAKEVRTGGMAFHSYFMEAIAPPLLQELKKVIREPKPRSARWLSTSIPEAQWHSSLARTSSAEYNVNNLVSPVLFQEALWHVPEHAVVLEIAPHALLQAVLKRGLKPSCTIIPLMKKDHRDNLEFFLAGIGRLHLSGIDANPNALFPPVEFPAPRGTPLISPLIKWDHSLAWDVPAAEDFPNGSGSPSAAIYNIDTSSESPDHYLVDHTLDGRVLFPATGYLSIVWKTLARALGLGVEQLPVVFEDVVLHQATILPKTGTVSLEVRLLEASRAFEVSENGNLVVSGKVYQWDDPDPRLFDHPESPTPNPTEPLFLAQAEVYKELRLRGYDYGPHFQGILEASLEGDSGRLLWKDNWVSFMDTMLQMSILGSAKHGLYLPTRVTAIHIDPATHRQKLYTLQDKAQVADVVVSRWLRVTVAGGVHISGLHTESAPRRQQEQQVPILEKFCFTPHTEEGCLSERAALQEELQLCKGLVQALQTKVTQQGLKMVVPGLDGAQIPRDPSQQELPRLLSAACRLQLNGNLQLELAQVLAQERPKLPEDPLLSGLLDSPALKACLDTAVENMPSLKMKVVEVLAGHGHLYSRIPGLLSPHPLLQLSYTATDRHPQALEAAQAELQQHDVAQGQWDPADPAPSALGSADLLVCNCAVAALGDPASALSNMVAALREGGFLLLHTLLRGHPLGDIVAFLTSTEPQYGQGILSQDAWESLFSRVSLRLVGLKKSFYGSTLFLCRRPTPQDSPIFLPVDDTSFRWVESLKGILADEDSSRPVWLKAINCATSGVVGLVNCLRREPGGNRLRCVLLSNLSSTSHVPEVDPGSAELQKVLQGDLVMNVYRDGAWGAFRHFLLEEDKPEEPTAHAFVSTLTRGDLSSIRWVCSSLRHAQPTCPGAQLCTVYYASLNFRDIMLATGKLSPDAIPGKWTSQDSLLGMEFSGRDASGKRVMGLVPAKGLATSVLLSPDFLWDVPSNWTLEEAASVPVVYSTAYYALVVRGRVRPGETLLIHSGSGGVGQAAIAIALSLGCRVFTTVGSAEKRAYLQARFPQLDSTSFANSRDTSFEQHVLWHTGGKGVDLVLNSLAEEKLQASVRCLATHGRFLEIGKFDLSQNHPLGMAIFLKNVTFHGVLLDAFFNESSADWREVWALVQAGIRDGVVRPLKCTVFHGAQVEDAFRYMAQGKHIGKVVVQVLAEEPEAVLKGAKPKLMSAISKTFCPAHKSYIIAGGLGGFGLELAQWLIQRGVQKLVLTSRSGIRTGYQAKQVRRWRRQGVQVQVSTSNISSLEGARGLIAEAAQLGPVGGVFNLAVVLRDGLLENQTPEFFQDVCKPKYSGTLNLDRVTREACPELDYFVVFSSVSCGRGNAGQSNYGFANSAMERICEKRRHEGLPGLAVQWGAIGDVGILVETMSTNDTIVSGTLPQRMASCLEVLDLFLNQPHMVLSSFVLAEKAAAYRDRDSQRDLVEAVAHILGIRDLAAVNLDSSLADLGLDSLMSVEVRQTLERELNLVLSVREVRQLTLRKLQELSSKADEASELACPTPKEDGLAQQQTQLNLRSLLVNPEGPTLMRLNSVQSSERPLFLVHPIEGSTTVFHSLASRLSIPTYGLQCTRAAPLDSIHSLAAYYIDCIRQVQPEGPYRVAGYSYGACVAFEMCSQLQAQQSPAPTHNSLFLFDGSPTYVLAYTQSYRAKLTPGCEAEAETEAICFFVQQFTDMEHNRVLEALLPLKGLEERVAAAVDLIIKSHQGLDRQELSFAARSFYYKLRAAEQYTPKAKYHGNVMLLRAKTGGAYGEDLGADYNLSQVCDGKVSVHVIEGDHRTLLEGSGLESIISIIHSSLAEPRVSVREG
# MLLE-PAM2 inh: blocks PAM2 peptide binding to the PABP1 MLLE domain. inhibition, % at 20 µM. AID 588489. GST-MLLE / FITC-PAM2 fluorescence polarization. actives 0.36% (n = 360,000). P11940; in the data active = inhibition above about 35%, passing the limit was not always enough;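 note: plate controls were DMSO wells with GST-MLLE for no effect and wells lacking GST-MLLE protein for full effect; some results filed as inactive read as strong as hits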
# SKN-1 block: C. elegans SKN-1 inhibition; C. elegans VP596 Pgst-4::GFP/RFP ratio, acrylamide-induced, 24 h; inhibition, % at 21.8 µM; actives 0.49% (n = 360,000); AID 624304;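 active = interference check ratio from 0.5 to 1.5 plus GFP to RFP signal ratio inhibition reaching or exceeding a fixed threshold, cut at about 30% in these data, passing the limit was not always enough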; note: some compounds called inactive have numbers as strong as hits
# MT1-MMP act inh: inhibitors of human MT1-MMP activation; actives 0.061% (n = 360,000); HT1080 RFP-PRO-GFP cells, GFP/RFP ratio fluorescence, overnight; percent of plate control window, DMSO zero; GFP/RFP ratio change, % at 20 µM;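 active = GFP/RFP ratio change of at least 30% with cell ATP level not reduced by more than half and red fluorescence within 50% of control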; note: strong numbers were not always called active
#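 Assay system: HT1080 RFP-PRO-GFP cells. Benchmarks: DMSO vehicle wells and RFP-L50D-GFP reporter cell wells. Times: overnight cell settling, then overnight compound exposure, 37 °C, 5% CO2. Compound: 20 µM single dose, 1% DMSO. Read-out basis: GFP/RFP fluorescence ratio.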
# * marks the source's active call; other numbers are inactive results; nt = not tested or not shown.
SMILES,bovine MsrA act,Tb MetRS inh,E coli Lon inh,MsrA inh,CendR NRP1 mod,FAS TE block,MLLE-PAM2 inh,SKN-1 block,MT1-MMP act inh
O=C(OCc1nc2ccsc2c(=O)[nH]1)c1ccco1,-12,-0.9,-8,0.9,8,-5,1,10,-1
CCNC(=O)/C=C/c1ccccc1[N+](=O)[O-],-4,-0.1,-13,1.0,10,-9,-4,6,-5
CC1CCc2sc(C(=O)NN=C3CCC(c4ccccc4)CC3)cc2C1 (stereo not given),-3,-0.2,0,0.4,5,-7,5,11,-3
Cn1c(NC(=O)c2ccc(S(=O)(=O)N3CCOCC3)cc2)cc(=O)n(C)c1=O,-9,-1.6,-10,1.6,-10,-10,-2,-8,1
Cc1nc2ccccc2nc1N/N=C/c1ccc(O)cc1O,-2,-0.4,-5,2.3,-11,2,-18,-1,-4
S=c1nc2c(n[nH]1)c1ccccc1n2CCc1ccccc1,-2,-1.0,-5,0.1,-4,0,39*,-11,5
CC(=O)N(Cc1ccc(F)cc1)c1cccc(C)c1C,-3,1.4,7,-1.7,4,-4,9,-3,-3
COc1ccc(C(=O)NC2CCN(S(=O)(=O)Cc3ccccc3)CC2)c(OC)c1,-1,0.3,6,0.4,5,-4,-5,-1,0
Cc1ccc(-c2cc(-c3ccc(C)o3)nc(N)c2C#N)cc1,-9,-1.7,-16,0.4,-34,1,-17,-12,-14
COc1ccc(C(=O)NC2CCCc3c2cnn3-c2ccccc2F)cc1OC (stereo not given),-2,-0.1,-8,-0.6,-1,-5,-9,17,1
Cc1ccc(Cl)cc1NC(=O)CCC(=O)NCc1ccco1,-9,-0.8,-4,-1.7,9,-5,8,-3,-1
CS(=O)(=O)N(CC(=O)NCCSc1ccc(Cl)cc1)c1ccc2c(c1)OCO2,2,-0.1,0,0.7,-4,6,1,7,-1
CN1C(C(=O)NCc2cccc(Br)c2)CC2Cn3c(nc4ccccc43)C21 (stereo not given),-3,0.4,0,-0.6,-5,2,7,0,0
CCOC(=O)c1c(/N=C/N(C)C)sc(/C=N/Nc2ccccc2)c1-c1ccc(Cl)cc1,-7,0.0,-6,1.9,-57,27,-87,4,-8
C[C@@H]1CN([C@H](C)CO)C(=O)CCCn2cc(nn2)CO[C@H]1CN(C)C(=O)Nc1cccc(C(F)(F)F)c1,0,-0.5,0,-0.1,-3,-6,-3,-10,0
COc1ccc(NC(=O)c2ccc(F)c(F)c2)c2ccccc12,0,-0.1,-12,0.7,0,5,-4,3,-1
COc1ccc2[nH]c3c(c2c1)CCN1C(=O)N([C@@H](C)C(=O)NCc2c(F)cccc2Cl)C(=O)[C@]31C,-1,0.1,-9,0.4,-1,14,-27,-2,-1
CC1CCN(S(=O)(=O)c2ccc(Cl)s2)CC1,3,-0.7,-20,-1.6,8,12,-6,1,-2
COC(=O)COc1ccc(-c2ccc(F)cc2)cc1C=O,-4,-0.3,5,0.1,12,1,-3,-1,6
O=C(Nc1nnc([C@@H]2C[C@H](O)[C@@H](CO)O2)s1)Nc1ccccc1Oc1ccccc1,1,-0.1,-7,-2.0,-9,-6,-17,-1,1
CCCn1nc(C(=O)Nc2ccc3c(c2)OCO3)c2ccccc2c1=O,-10,-0.5,9,2.4,-10,19,17,11,-6
NC(=O)c1ncn([C@@H]2O[C@H](CNCc3ccc(OCC(=O)Nc4nccs4)cc3)[C@@H](O)[C@H]2O)n1,-3,-0.5,0,1.3,-15,-11,-3,-12,0
Cc1ccc(S(=O)(=O)N(C)CCCC(=O)NCc2ccc3c(c2)OCO3)cc1,-3,-0.1,-2,-0.4,-12,-4,9,-8,1
Cc1csc(=O)n1CCC(=O)OCC(=O)Nc1ccc(F)c(F)c1F,-2,0.2,4,0.6,-4,-1,11,25,-3
CCc1ccc(/C=C2/C(=O)N(CC)C(=S)N2C)s1,-4,-0.5,-3,-0.5,-11,31,0,7,-7
# Remaining list, next part.
SMILES,bovine MsrA act,Tb MetRS inh,E coli Lon inh,MsrA inh,CendR NRP1 mod,FAS TE block,MLLE-PAM2 inh,SKN-1 block,MT1-MMP act inh
O=C1CC(c2ccccc2)Sc2nc3ccccc3n21 (stereo not given),-1,0.5,5,0.2,-2,-85,-36,10,-1
O=C(O)CN1C(=O)/C(=C\c2ccccc2OCc2ccc(Cl)cc2Cl)SC1=S,-6,3.4,-3,-0.7,-113,39,8,11,-1
CCCc1cc(Nc2c(C)n(C)n(-c3ccccc3)c2=O)n2c(nc3ccccc32)c1C#N,0,0.9,-6,-0.1,-6,7,-9,2,-16
Cc1cc(C)cc(OCC(=O)Nc2cnn(CCCC(=O)O)c2)c1,-2,0.1,11,-0.9,-7,-6,13,-6,-1
CC(=O)c1cccc(NC(=O)COc2ccc(S(=O)(=O)N3CCCCC3)cc2)c1,-3,-1.1,-3,0.5,6,10,-11,-7,4
C/C=C\C=C\C(=O)N1CC2(CC(c3cccc(NC(=O)COc4ccc(Cl)cc4)c3)=NO2)C[C@H]1C(N)=O (stereo not given in full),-1,-0.3,-2,-0.6,-5,-7,-10,-6,6
O=C1CN(N=Cc2ccco2)C(=O)N1,-2,0.7,-7,1.0,8,-6,-8,-6,5
CC1CCC(NC(=O)C2CCN(c3cnccn3)CC2)CC1 (stereo not given),2,0.1,1,-0.4,6,-10,-5,-13,-1
CCCNC(=O)NC(=O)COc1ccc(-c2ccc(C#N)cc2)cc1,-9,-1.4,2,0.4,-9,3,10,-1,-1
COc1ccc(C2CC(c3cccs3)=NN2S(C)(=O)=O)cc1OC (stereo not given),-2,0.1,-7,2.1,-49,-3,-10,24,-4
O=C(NCCCO)/C(=C\c1cn(-c2ccccc2)nc1-c1cccnc1)NC(=O)c1ccccc1,-9,-1.1,10,-0.5,-6,-7,1,-3,4
Cn1c(=O)c2cc(NC(=O)NCc3ccc(F)cc3)ccc2n1C,-2,0.5,-5,0.3,7,3,-7,3,-1
CCCN(S(=O)(=O)c1ccc(OCC)cc1)S(=O)(=O)c1cccs1,-5,-1.2,2,1.6,-2,25,-6,17,5
COCCn1c(=S)[nH]c2cc(C(=O)NCCc3ccc(OC)c(OC)c3)ccc2c1=O,-3,0.2,18,0.7,3,-10,-77,-11,1
COc1ccccc1NC(=O)COC(=O)CCn1c(C)csc1=O,-3,0.4,6,0.7,-8,-5,10,-12,-1
O=C(O)CC(C(=O)O)C(=Cc1ccccc1)c1ccccc1 (stereo not given),-2,-0.1,0,1.3,-6,-6,-1,1,7
CCCS(=O)(=O)NC(=O)C1(C)CCCN(C(=O)c2cccc(C(F)(F)F)c2)C1 (stereo not given),-3,-0.2,-1,-0.5,-14,-9,8,6,5
CN(C(=O)c1ccc(NC(=O)Cc2cccc([N+](=O)[O-])c2)cc1)C1CCCC1,-6,-0.2,0,-0.6,0,6,4,2,3
CC(=O)NC(NC(=S)Nc1ccc(S(N)(=O)=O)cc1)C(Cl)(Cl)Cl (stereo not given),-4,0.1,-2,0.4,2,-2,29,-8,-3
COc1ccc(NS(=O)(=O)c2c(C(=O)N3CCCCCC3)c(C)n(C)c2C)cc1OC,-1,-0.5,6,0.3,7,-5,1,13,-1
Cc1ccccc1NC(=O)c1oc(=O)c2ccccc2c1-c1ccccc1,-2,-0.1,-2,1.2,-12,10,14,18,-2
COc1cc(NC(=S)N2CCN(CCO)CC2)cc(OC)c1,-1,-1.7,-6,-0.8,-5,-5,-8,18,-1
CCOC(=O)/C(=C/c1ccc(N2CCC(c3ccccc3)=N2)cc1)C(C)=O,-7,-1.0,-80,nt,-29,-17,-13,19,-63
O=C(CCc1ccccc1)NNC(=O)COc1ccc(Cl)cc1,-1,-0.4,8,-0.5,11,-3,-8,9,-3
COc1cc(Cl)c(C)cc1NC(=O)COC(=O)CCc1nc2ccccc2c(=O)[nH]1,-3,-0.6,1,0.2,-1,-4,-5,24,4
# The results go on:
SMILES,bovine MsrA act,Tb MetRS inh,E coli Lon inh,MsrA inh,CendR NRP1 mod,FAS TE block,MLLE-PAM2 inh,SKN-1 block,MT1-MMP act inh
CCc1ccc(-c2nc(CSCC(=O)NC3CC3)c(C)o2)cc1,-4,-0.2,11,-0.6,-3,-3,10,18,0
Cc1ccc2[nH]c(=O)c(CN(Cc3cccs3)Cc3nnnn3CC3CCCO3)cc2c1 (stereo not given),-7,2.9,-4,0.3,-4,-4,7,1,0
CN(C)CCN(C(=O)c1ccc2c(c1)OCCO2)c1nc2c(Cl)cccc2s1,-1,-0.3,1,0.3,11,9,-13,-2,3
CC1(C)CCC(=O)N2CC[C@H]3C[C@H](OC(=O)Nc4ccc(Br)cc4)C[C@@H]1[C@H]32,-2,-0.2,0,-0.6,11,4,-1,3,3
O=c1c2oc3ccccc3c2ncn1Cc1ccccc1F,-2,0.2,5,0.2,1,0,-1,33,0
CCc1nc(SCC(=O)Nc2ccc(OC)cc2[N+](=O)[O-])n[nH]1,-5,0.4,0,-0.2,-3,-4,6,-3,3
O=C(O)CCCNS(=O)(=O)c1ccc(F)cc1,-1,-0.8,-11,0.7,-12,-7,-4,2,5
CC(NC(=O)C1(S(=O)(=O)c2ccc(Cl)cc2)CC1)c1ccccc1 (stereo not given),-3,-0.7,-2,0.8,-3,-7,8,6,1
Oc1cccc(NC(=S)Nc2ccccc2)c1,-1,-1.2,0,-0.5,2,-9,16,19,-2
CCN(C[C@H]1N[C@@](C)(C(=O)OC)[C@H]2C(=O)N(C)C(=O)[C@@H]12)C(=O)COc1ccccc1,-7,-2.8,0,0.1,-1,-5,2,-5,1
COc1ccc2oc(C(=O)Nc3ccc(S(=O)(=O)N(C)C4CCN(C)CC4)cc3)c(C)c2c1,-4,0.2,-13,-0.5,4,-4,2,10,-5
COC(=O)CSc1nnc2n(-c3ccc(OC)cc3)c(=O)c3c4c(sc3n12)CCCCC4,-1,-0.2,-6,-0.6,4,6,-139,-6,-5
CC(=O)Nc1ccc(NC(=O)C(C)OC(=O)CCSc2ccccc2Cl)cc1 (stereo not given),-8,-0.4,-5,-0.7,5,0,-16,-10,-1
Cn1c(=O)c2sccc2n(Cc2cccc(Br)c2)c1=O,-7,0.0,4,-0.6,1,14,8,-13,10
Cc1ccc(C(=O)COC(=O)c2ccc3c(c2)C(=O)N(c2cccc4ncccc24)C3=O)cc1C,-12,-1.1,-9,-0.4,-10,-12,-8,-5,-3
O=C(NCc1ccc2c(c1)OCO2)c1cc2n(n1)C(C(F)(F)F)CC(c1ccc3c(c1)OCO3)N2 (stereo not given),7,0.7,-3,-1.1,7,7,5,-17,-3
Cc1ccc(NC(=O)COc2ccc(/C=N\NC(=O)c3cccnc3)cc2)cc1C,-8,-0.5,-49,nt,-34,-15,-3,4,4
O=C(CCc1c[nH]c2ccccc12)N1CCCCCCC1,-4,-0.5,-15,0.0,10,-2,-9,7,-3
COc1cc(/C=C/C(=O)O)cc(S(=O)(=O)NCCCO)c1OC,-11,-0.5,-14,0.2,-5,-4,5,-11,0

# Molecules above containing bromine:
SMILES,bovine MsrA act,Tb MetRS inh,E coli Lon inh,MsrA inh,CendR NRP1 mod,FAS TE block,MLLE-PAM2 inh,SKN-1 block,MT1-MMP act inh
CN1C(C(=O)NCc2cccc(Br)c2)CC2Cn3c(nc4ccccc43)C21 (stereo not given),-3,0.4,0,-0.6,-5,2,7,0,0
CC1(C)CCC(=O)N2CC[C@H]3C[C@H](OC(=O)Nc4ccc(Br)cc4)C[C@@H]1[C@H]32,-2,-0.2,0,-0.6,11,4,-1,3,3
Cn1c(=O)c2sccc2n(Cc2cccc(Br)c2)c1=O,-7,0.0,4,-0.6,1,14,8,-13,10
